High-throughput results: PubChem BioAssay, several laboratories
NR2F2 inh = NR2F2 transcriptional activity inhibitors, primary screen, cell-based, luciferase reporter, HEK293T, luminescence | inhibition, % at 8.6 µM | HEK293T NGFI-A luciferase reporter | hit rate 0.7% among 370,000 | AID 686940, 2013 | COUP transcription factor 2 (Homo sapiens), P24468;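 active means inhibition above a per-plate cutoff, mean inhibition of test wells between control levels plus 3 SD, cut at about 38% in these data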;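 further: cells cotransfected with COUP-TFII expression vector driving the NGFI-A reporter; 0% = median of COUP-TF2 test wells and 100% = reporter-only cells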
LMP1 NFkB inh = EBV LMP1-driven NF-kappaB luciferase reporter inhibitors, primary screen, cell-based, luminescence, single point; LMP1-induced NF-kappaB luciferase reporter cells; inhibition, % at 12.5 µM; hit rate 0.69% among 350,000; AID 504558, 2011; in the data active means inhibition above about 41%;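 further: 0% = neutral control wells and 100% = reference inhibitor control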
C8 TRAIL sens = viability loss with TRAIL in NB7+C8 cells, primary screen, TRAIL sensitizer project, cell-based, ATPlite luminescence | inhibition (viability loss, TRAIL sensitization), % at 10 µM | AID 624354, 2012 | hit rate 1% among 360,000;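 active means compounds causing at least 50% loss of cell viability in the single-dose screen, relative to plate controls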
SRC3 inh = SRC3 coactivator transcriptional activity inhibitors, primary screen, cell-based, luminescence | Nuclear receptor coactivator 3 (Homo sapiens), Q9Y6Q9 | hit rate 0.17% among 360,000 | HEK293 GAL4-SRC3 luciferase reporter | inhibition, % at 3.6 µM | AID 588352, 2011;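 active means inhibition above a per-campaign cutoff, the mean of all compounds plus 3 SD, cut at about 60% in these data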;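 further: 0% = DMSO-treated cells and 100% = gossypol-treated cells at 36 µM; higher means less SRC3-driven luciferase light from the GAL4 reporter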
TLR9-MyD88 block = inhibitors of TLR9-MyD88 association in cells, primary screen, cell-based, CHO, BLA complementation, fluorescence; Toll-like receptor 9 (Homo sapiens) + Myeloid differentiation primary response protein …; CCF4 FRET ratio; inhibition, % at 4.98 µM; hit rate 0.21% among 340,000; AID 504734, 2011;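 active means inhibition above the mean over all tested compounds plus 3 SD, cut at about 21% in these data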;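 further: 0% = DMSO only wells and 100% = clavulanate BLA inhibitor control wells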
NOD2 RIPK2 PPI = NOD2-RIPK2 binding disruptors in cells, primary screen, fluorescence, CHO cells, BLA complementation; Receptor-interacting serine/threonine-protein kinase 2 (Homo sapiens), O43353; CCF4 ratio; inhibition, % at 4.98 µM; hit rate 0.38% among 360,000; in the data active means inhibition above about 21%;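 further: 0% = vehicle only and 100% = reference blocker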
NR5A2 inv ag = LRH-1 (NR5A2) inverse agonists, primary screen, cell-based, luminescence, HEK293T, StAR-luciferase reporter; LRH-1 transfected, 24 h; inhibition, % at 3.6 µM; hit rate 0.13% among 360,000;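 active means inhibition above the mean inhibition of all tested compounds plus 3 SD, cut at about 73% in these data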;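 further: 0% = DMSO wells and 100% = reporter-only cells lacking LRH-1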
NCOA2 inhibitor = inhibition of GAL4-SRC2 driven luciferase reporter, primary screen, SRC2 inhibitor project, cell-based, luminescence; inhibition, % at 9 µM; AID 651957, 2012; hit rate 0.17% among 370,000; Nuclear receptor coactivator 2 (Homo sapiens), Q15596; HEK293 GAL4-SRC2 luciferase reporter;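 active means inhibition above the mean inhibition of all tested compounds plus 3 SD, set per campaign, cut at about 52% in these data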;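 further: 0% = DMSO treated cells and 100% = cells given Gossypol at 36 µM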
TWEAK Fn14 block = inhibitors of TWEAK-Fn14 signaling, primary screen, luciferase reporter cells, uHTS; TWEAK-stimulated Fn14 reporter cells, luciferase luminescence, 8 h; inhibition, % at 10 µM; hit rate 2% among 360,000; in the data active means inhibition above about 50%
NCOA1 inh = SRC1 coactivator transcriptional activity inhibitors, primary screen, cell-based, luminescence; Nuclear receptor coactivator 1 (Homo sapiens), Q15788; HEK293 GAL4-SRC1 luciferase reporter; inhibition, % at 3.6 µM; hit rate 0.12% among 360,000;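 active means inhibition above the campaign mean plus 3 SD, with each screening campaign given its own cutoff, cut at about 60% in these data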;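 further: 0% = DMSO treated cells and 100% = gossypol at 36 µM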
TROY NFkB inh = inhibitors of TROY-driven NF-kB signaling, primary screen, Q293 LMP1-TROYcd cells, NF-kB luciferase, uHTS; Q293 LMP1-TROYcd NF-kB luciferase reporter, 4 h; inhibition, % at 10 µM; hit rate 0.98% among 360,000;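 active means compounds whose plate-normalised and pattern-corrected inhibition of the luciferase reporter signal at the single screening dose is 50% or more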
The depositor's hits bear a star; / = not tested or not shown.

SMILES	NR2F2 inh	LMP1 NFkB inh	C8 TRAIL sens	SRC3 inh	TLR9-MyD88 block	NOD2 RIPK2 PPI	NR5A2 inv ag	NCOA2 inhibitor	TWEAK Fn14 block	NCOA1 inh	TROY NFkB inh
CC(=O)Nc1ccc(S(=O)(=O)NC(CC(=O)NCCC2=CCCCC2)C(C)C)cc1 (stereo unspecified)	3.0	-4.4	-16.7	1.4	3.0	-4.9	6.3	8.4	-2.8	-19.3	3.8
COc1ccc(S(=O)(=O)N2CCOCC2)cc1NC(=O)Cc1c(Cl)cccc1Cl	9.5	2.1	2.1	2.9	-0.5	0.5	3.8	7.7	-19.7	-6.9	0.1
CCC(C(=O)NCCCc1ccccc1)n1nc(C)c2c(C)n(-c3ccccc3)nc2c1=O (stereo unspecified)	14.2	0.8	1.8	-5.6	-10.4	3.7	8.8	-7.6	-0.3	12.6	14.4
O=C(CCl)N(CCCNC(=O)C(F)(F)F)c1ccc([N+](=O)[O-])cc1	-2.5	11.9	94.7*	28.5	-4.7	-5.9	15.1	10.5	43.5	17.0	12.0
Cc1ccccc1-n1c(C)nnc1SCc1nc2ccccc2s1	-10.2	-41.4	2.3	-71.6	-3.8	-4.9	-46.1	-46.9	-11.9	-86.2	-10.3
O=C(NN=C1CCCCCC1)c1ccc2c(c1)OCO2	-20.3	-5.4	-1.7	-55.1	3.0	-3.1	-56.5	-57.8	14.8	-30.4	-21.9
O=C(Cc1ccc(Cl)cc1)Nc1ccc(-c2cc3ccccc3oc2=O)c(Cl)c1	-9.6	9.1	14.7	13.6	11.3	6.7	35.4	-23.7	12.6	-25.2	32.2
CCN(C(=O)CSc1ncn[nH]1)C1CCCCC1	-10.1	6.1	-4.4	16.3	0.3	0.1	24.5	11.6	14.8	14.5	1.4
CCOc1ccccc1NC(=O)CN1C(=O)COc2ccc(Cl)cc21	-15.0	4.9	-10.4	3.5	-7.7	-5.5	14.4	-9.9	-8.9	16.2	4.5
CCOc1cc(/C=N/NC(=O)C(O)(c2ccccc2)c2ccccc2)ccc1OC(=O)c1ccco1	-3.5	3.5	-24.7	10.6	3.3	-0.5	7.9	-5.7	-0.7	3.1	-5.8
Cc1cccc(N(C(=O)CNC(=O)c2ccco2)C(C(=O)NC2CCCC2)c2cccnc2)c1 (stereo unspecified)	-4.7	3.7	4.5	3.8	-4.5	1.2	-2.9	13.3	-1.4	-1.6	2.9
COc1ccc(NC(=O)c2cnc(SC)nc2)cc1	-6.7	-8.9	21.6	-9.9	-11.3	-0.6	-1.3	-13.3	-7.7	-6.1	-13.2
COc1ccc(-c2ccnc3nc(N4CCN(c5ccccc5)CC4)nn23)cc1	8.1	4.5	4.9	9.4	-2.3	5.4	1.1	-12.8	16.8	-5.2	-8.2
Cc1c(OCC(=O)N(C)C)ccc2c3c(c(=O)oc12)CCCCC3	-10.6	-20.1	4.1	-15.2	7.3	-4.9	33.7	-4.7	-23.2	-28.6	-7.5
O=C(c1ccc([N+](=O)[O-])c(CS(=O)(=O)c2ccc(Cl)cc2)c1)N1CCCCC1	-11.7	2.6	2.2	4.7	2.0	-15.0	-22.5	11.1	11.6	0.5	6.6
Cc1ccc(C(=O)c2c3ccc(C(F)(F)F)cc3[n+]([O-])n2CCCN)cc1	-9.8	-0.2	-8.7	4.2	4.2	2.4	14.2	-54.4	22.0	0.6	35.1
CN(CC(=O)Nc1ccccc1Br)C(=O)COc1ccc2ccccc2c1	8.4	-4.7	8.8	6.6	9.0	1.6	-9.6	-4.3	0.8	3.3	7.3
CCOC(=O)C1CCN(C(=O)CNC(=O)OC(C)(C)C)CC1	-5.8	43.2*	-3.8	9.5	-10.8	-7.8	-9.6	-1.8	-1.8	1.9	3.2
Cc1nc(C)n(CC(=O)c2ccc(Cl)cc2Cl)n1	-13.7	1.2	-6.9	-12.8	-0.3	-3.5	11.7	-13.7	-2.9	-4.9	-5.9
O=C(CN1CCN(c2ccccc2O)CC1)Nc1ccc2c(c1)CCC2	2.7	12.2	-5.7	12.7	2.1	-1.8	-2.7	-4.9	-15.7	11.8	2.3
CC(=O)c1cnc2cc(-c3ccc(C)cc3)nn2c1C	-18.5	-11.9	18.7	-85.5	-7.6	0.1	-84.2	-76.8	0.1	-76.2	-37.0
Clc1ccccc1C(c1nnnn1Cc1ccco1)N1CCN(Cc2ccco2)CC1 (stereo unspecified)	-15.4	-7.8	5.8	-26.0	3.2	3.9	-4.6	-15.9	1.9	-12.1	16.0
Cc1ccc(CN2CCN(/N=C/c3cc([N+](=O)[O-])ccc3Cl)CC2)cc1	10.8	3.0	-1.4	-8.1	1.1	-11.1	13.8	15.7	11.2	-9.9	/
Brc1ccc(-c2noc3c2-c2nc(-c4ccccc4)sc2CC3)cc1	-4.0	-6.1	-13.1	-23.5	3.8	0.9	-30.5	-4.8	7.8	-10.1	7.5
O=C(c1ccccn1)N(c1ccccc1)C1(C(=O)NC2CCCCC2)CCCCC1	25.2	-8.4	-7.2	4.4	10.3	-2.4	4.0	-11.3	10.7	6.1	1.2
CCN(CCn1cccn1)C(=O)CC1C(=O)NCCN1Cc1cc(OC)cc(OC)c1 (stereo unspecified)	2.2	-2.2	3.0	2.5	3.1	-10.0	6.6	-13.7	-5.1	21.1	-14.5
COc1ccc(-n2c3c(cc(C#N)c2=O)C(=O)CCC3)cc1	-9.7	-6.1	14.4	4.3	1.1	2.5	-4.2	9.5	-3.4	-29.2	10.1
COc1ccc(C)cc1S(=O)(=O)N(C)CC(=O)NC1CCCCC1	-7.2	-6.6	-12.9	-3.2	3.6	0.4	5.6	9.7	-5.6	-1.9	8.5
C/C(=N\N1CCN(c2ccc(Cl)cc2)CC1)c1cccs1	-3.7	1.2	17.1	-2.2	1.1	-8.8	1.9	-16.9	3.5	-58.6	-12.3
Cc1cccc2[nH]c(-c3ccc(NC(=O)c4ccco4)cc3)nc12	-50.6	-29.5	28.4	-74.3	6.9	9.4	-128.4	-91.7	6.2	-59.8	-55.0
S=C1NCCOCCOCCOCCNC(=S)NCCOCCOCCOCCN1	4.8	-2.9	-8.1	0.4	0.3	-4.9	-10.8	-12.3	5.3	-8.1	-27.1
CCOC(=O)[C@@H]1[C@H]2COc3ccc(Br)cc3[C@@H]2N2C(=O)N(c3ccc(F)cc3)C(=O)[C@]12C	1.6	-1.1	6.9	5.2	-3.4	-10.2	9.6	-29.0	-17.6	-8.8	-13.6
CCOC(=O)C1(Cc2cccc(Cl)c2)CCCN(C(=O)CCOC)C1 (stereo unspecified)	-16.7	-3.1	21.3	-14.2	-0.6	5.8	-5.4	-28.3	-8.8	-17.6	-52.0
C/C(=N/OC(=O)c1ccc(C)cc1)c1cccs1	0.9	2.4	6.7	-35.1	-6.4	-8.5	1.7	0.7	28.9	2.6	61.6*
O=c1[nH]n2c(=O)c3c([nH]c2c1N=Nc1cccc(Cl)c1)CCCC3	14.4	8.0	1.7	-14.1	-2.4	3.1	7.9	14.7	3.3	-0.4	12.1
CCCC(=O)Nc1nc2c(C)c(Cl)ccc2s1	12.9	-2.4	3.4	-0.7	5.8	-3.9	-11.3	7.5	17.4	-47.8	9.1
CCOC(=O)c1c(C)[nH]c(C(=O)COC(=O)c2ccccc2NC(=O)c2ccco2)c1C	6.0	-20.1	2.7	-3.1	1.8	2.2	0.6	7.5	-25.6	-15.5	-9.3
CC(=O)N1CCc2c(sc(NC(=O)Cc3ccccc3)c2C(N)=O)C1	-3.0	7.3	-1.5	-2.4	-1.9	4.3	3.2	-20.8	-26.7	-0.4	6.3
NC(=O)c1cnn2c(C(F)(F)F)cc(-c3ccccc3)nc12	-4.3	0.4	-6.0	-22.7	-6.3	1.4	-8.8	-26.8	-14.4	-14.6	-16.4
CCOC(=O)c1ccc(S(=O)(=O)Nc2ccc3cn[nH]c3c2)cc1	1.5	2.2	-8.0	-2.5	-13.4	-23.6	22.3	0.5	17.7	6.6	20.9
Oc1ccccc1/C=N/NC(=S)NCCc1ccccc1	-1.2	-8.7	13.4	-29.9	11.5	7.5	-52.5	-4.5	93.5*	-3.3	4.8
COc1ccc(CCNC(=O)CCC2COc3ccccc3O2)cc1OC (stereo unspecified)	-2.6	0.6	5.9	10.8	-10.8	-22.7	-10.5	-14.4	-8.1	-3.9	11.8
CCc1n[nH]c2c1/C(=N\O)CC(C)(C)C2	8.1	10.4	-18.8	-0.6	12.9	-4.8	3.8	14.0	-1.8	9.6	8.0
CN(C)c1ccc(NC(=O)c2ccc(N3CCOCC3)nc2)cc1	6.4	2.7	6.9	-7.0	-8.0	-5.3	-39.3	-17.9	-19.9	-11.0	-10.0
Cc1ccc(S(=O)(=O)N2CCN(CC(=O)NCC3(N4CCOCC4)CCCCC3)CC2)cc1	11.2	1.8	-15.5	-4.0	-6.4	7.2	5.2	0.7	9.7	0.3	-1.2
COc1ccc(-n2ncc3c(N4CCCCC4)ncnc32)cc1	/	76.5*	89.0*	66.8*	-7.7	-10.2	59.6	/	104.3*	64.2*	86.3*
CCOC(=O)c1c(N)sc(C(C)=O)c1C	-33.9	-14.6	-12.2	11.2	-6.6	7.6	-10.8	-46.2	-0.2	7.2	-21.4
COC(=O)c1sc(-c2ccccc2)cc1NC(=O)c1ccccc1	-0.6	9.7	1.9	-9.8	4.7	0.5	5.1	-13.9	3.7	3.8	5.0
Cn1c(CNC(=O)c2ccc(Cl)c(Cl)c2)nnc1SCC(=O)Nc1sc2c(c1C#N)CCCC2	2.8	-8.3	23.8	2.6	0.5	-6.2	11.1	-0.6	-5.1	-3.3	-1.9
CCOC(=O)CSc1nc(C)c2ccccc2n1	5.5	7.9	-7.1	-25.2	0.6	8.7	-9.7	-11.6	3.4	7.2	-12.9

3 compounds from above with just TWEAK Fn14 block and NCOA2 inhibitor.
Molecule	TWEAK Fn14 block	NCOA2 inhibitor
S=C1NCCOCCOCCOCCNC(=S)NCCOCCOCCOCCN1	5.3	-12.3
CCOC(=O)[C@@H]1[C@H]2COc3ccc(Br)cc3[C@@H]2N2C(=O)N(c3ccc(F)cc3)C(=O)[C@]12C	-17.6	-29.0
CCOC(=O)C1(Cc2cccc(Cl)c2)CCCN(C(=O)CCOC)C1 (stereo unspecified)	-8.8	-28.3

Some of the compounds tested, so the mix of outcomes need not match the whole.
